Source: PubChem BioAssay
MEX-5 binding: MEX-5 zinc finger RNA-binding disruptors – biochemical, C. elegans, fluorescence polarization, MLPCN library, primary screen; MEX-5/FITC-TCR2 RNA binding; hits give low values; Zinc finger protein mex-5 (Caenorhabditis elegans), Q9XUB2; activity score (negative = inhibition of binding), % at 10 µM; 300,000 compounds, 0.38% hits; AID 1832, 2009;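 active = inhibition past about -25% in most replicates, and total fluorescence under double the plate's negative control median, limit read from the data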;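 also: 0% = DMSO and -100% = 5 µM competing unlabeled TCR2 RNA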
Target sequence (Q9XUB2 whole entry, looked up): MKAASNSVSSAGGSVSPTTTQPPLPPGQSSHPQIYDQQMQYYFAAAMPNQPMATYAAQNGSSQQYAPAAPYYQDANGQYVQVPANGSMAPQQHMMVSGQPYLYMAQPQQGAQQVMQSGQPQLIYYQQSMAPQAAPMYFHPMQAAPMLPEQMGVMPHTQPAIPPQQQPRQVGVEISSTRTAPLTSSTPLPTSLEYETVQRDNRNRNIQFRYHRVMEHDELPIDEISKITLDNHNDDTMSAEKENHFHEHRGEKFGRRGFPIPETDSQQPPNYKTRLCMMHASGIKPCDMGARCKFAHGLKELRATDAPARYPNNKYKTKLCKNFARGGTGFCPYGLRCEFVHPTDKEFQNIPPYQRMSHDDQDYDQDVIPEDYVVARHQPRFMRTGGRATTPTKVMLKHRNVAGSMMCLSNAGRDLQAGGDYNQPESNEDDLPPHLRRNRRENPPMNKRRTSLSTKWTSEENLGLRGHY
Fam108B counter: mouse Fam108B serine hydrolase inhibitors, primary screen, counter-screen for RBBP9 inhibitor project, biochemical, fluorescence polarization; recombinant Fam108B, FP-Rh probe fluorescence polarization; inhibition, % at 9.51 µM; 300,000 compounds, 0.33% hits; AID 1947, 2009;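 active = inhibition above the screen mean inhibition plus 3 SD, computed separately per campaign, cut at about 18% in these data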;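 also: inhibitors lower polarization as less probe binds the enzyme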
TPT1 inhibitor: Candida albicans TPT1 enzyme inhibitors, primary screen, biochemical, fluorescence polarization; inhibition, % at 5 µM; recombinant caTPT1, FP RNA substrate dephosphorylation; 300,000 compounds, 0.81% hits; AID 1962, 2009; tRNA 2'-phosphotransferase TPT1 (Candida albicans SC5314);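 active = inhibition above the mean of all tested compounds plus 3 SD, set per screening campaign, cut at about 24% in these data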;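 also: plate controls were DMSO alone for no effect and ferristatin control at 100 nM for full effect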
GLD-1 RNA inh: GLD-1/TGE RNA complex disruptors, primary screen, biochemical, fluorescence polarization; inhibition, % at 5.96 µM; Female germline-specific tumor suppressor gld-1 (Caenorhabditis elegans), Q17339; AID 2280, 2010; 320,000 compounds, 0.44% hits; purified GLD-1 + fluorescein TGE RNA;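 active = percent inhibition above a per-plate cutoff, the plate mean of test compounds plus 3 SD, cut at about 30% in these data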;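 also: 0% = DMSO wells with GLD-1 and probe and 100% = wells lacking GLD-1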
PAD4 FP inh: human PAD4 inhibitors, primary screen, biochemical, fluorescence polarization, 1536-well format. Protein-arginine deiminase type-4 (Homo sapiens), Q9UM07. recombinant PAD4, RCA probe fluorescence polarization. inhibition, % at 6.36 µM. 330,000 compounds, 0.41% hits. AID 485272, 2010;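 active = percent inhibition above a cutoff equal to the mean of all tested compounds plus 3 SD, cut at about 15% in these data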;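 also: 0% = PAD4 with RCA probe and DMSO and 100% = probe without PAD4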
BCLXL inh: inhibitors of human Bcl-xL, primary screen, biochemical, fluorescence polarization, HTS. 320,000 compounds, 0.7% hits. GST-Bcl-xL / FITC-Bim BH3 peptide fluorescence polarization. inhibition, % at 10.9 µM;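 active = inhibition above the mean of all tested compounds plus 3 SD, cutoff set per campaign, cut at about 30% in these data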;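 also: 0% = DMSO wells and 100% = unlabeled Bim-BH3 peptide competitor; inhibitors lower millipolarization by displacing the labeled peptide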
PME-1 primary: PME-1 inhibitors via competitive probe labeling, primary screen, biochemical, fluorescence polarization, FP-Rh probe, HTS; recombinant PME-1; inhibition, % at 5.9 µM; Protein phosphatase methylesterase 1 (Homo sapiens), Q9Y570; 320,000 compounds, 0.53% hits;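 active = inhibition above the campaign mean of all compounds plus 3 SD, cut at about 26% in these data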;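 also: competitive labeling of PME-1 active site by serine hydrolase directed probe; 0% = PME-1 with DMSO and 100% = wells lacking PME-1 enzyme; inhibitors block probe labeling so polarization falls and inhibition rises; many of its hits are not listed in these tables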
Target sequence (Q9Y570 whole entry, looked up): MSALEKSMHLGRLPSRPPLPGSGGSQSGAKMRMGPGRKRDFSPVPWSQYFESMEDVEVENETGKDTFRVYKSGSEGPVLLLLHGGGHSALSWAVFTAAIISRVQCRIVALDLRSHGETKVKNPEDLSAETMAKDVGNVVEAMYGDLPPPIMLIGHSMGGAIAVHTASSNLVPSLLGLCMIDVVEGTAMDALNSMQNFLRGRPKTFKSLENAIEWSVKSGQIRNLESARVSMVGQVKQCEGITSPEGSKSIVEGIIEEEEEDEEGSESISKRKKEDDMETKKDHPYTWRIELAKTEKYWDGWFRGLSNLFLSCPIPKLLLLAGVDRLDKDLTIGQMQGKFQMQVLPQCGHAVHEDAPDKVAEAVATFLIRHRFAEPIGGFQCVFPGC
MCL1 BIM primary: inhibitors of MCL1 binding to BIM-BH3, primary screen, biochemical, fluorescence polarization | inhibition, % at 10.9 µM | Induced myeloid leukemia cell differentiation protein Mcl-1 (Homo sapiens), Q07820 | 320,000 compounds, 0.68% hits | GST-MCL1 / FITC-Bim-BH3 fluorescence polarization;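 active = inhibition above the mean inhibition of all tested compounds plus 3 SD, set per campaign, cut at about 40% in these data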;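 also: 0% = DMSO wells and 100% = unlabeled Bim-BH3 peptide control; higher means more loss of mP so more displacement of Bim peptide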
GSTO1 inh: inhibitors of recombinant GSTO1, primary screen, counter-screen for RBBP9 inhibitor project, biochemical, fluorescence polarization. Glutathione S-transferase omega-1 (Homo sapiens), P78417. activity-based probe fluorescence polarization. inhibition, % at 5.96 µM. 300,000 compounds, 1.1% hits;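 active = inhibition above the campaign mean inhibition plus 3 SD, cut at about 35% in these data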;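 also: 0% = GSTO1-1 with DMSO and 100% = wells lacking GSTO1-1 enzyme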
Target sequence (P78417 whole entry, looked up): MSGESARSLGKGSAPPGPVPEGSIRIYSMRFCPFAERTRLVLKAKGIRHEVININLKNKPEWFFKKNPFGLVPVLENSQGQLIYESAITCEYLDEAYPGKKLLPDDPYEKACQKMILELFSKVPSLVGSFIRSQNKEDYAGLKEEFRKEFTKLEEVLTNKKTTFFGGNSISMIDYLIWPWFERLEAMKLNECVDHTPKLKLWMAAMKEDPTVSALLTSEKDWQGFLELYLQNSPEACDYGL
Active calls of the source: *; · = not tested or not shown. An excerpt (hit frequency here may not be typical).

Sequence of screens – MEX-5 binding | Fam108B counter | TPT1 inhibitor | GLD-1 RNA inh | PAD4 FP inh | BCLXL inh | PME-1 primary | MCL1 BIM primary | GSTO1 inh
1	O=c1[nH]c(CN2CCN(c3ccccc3)CC2)nc2ccccc12
→ -4.9 | -2 | 2 | 5 | -2 | 0 | 4 | -3 | -2
2	COC(=O)CSc1nc(-c2ccc(C)cc2)c2c(c1C#N)CCCC2
→ 0.9 | -6 | -6 | -4 | 6 | 7 | -6 | -3 | -3
3	OCCC1CN(Cc2cccn2-c2cccnc2)CCN1C1CCCCC1 (stereo not drawn)
→ -1.3 | -1 | -3 | 6 | -4 | 7 | 6 | 5 | 7
4	CCOC(=O)CC(NC(=O)c1cccs1)c1ccc(OCC)cc1 (stereo not drawn)
→ 3.0 | -1 | 2 | -1 | -3 | 6 | -5 | 4 | 1
5	CCCCCCCCCC(=O)N/N=C(\C)c1cccnc1
→ 2.6 | -6 | -4 | 3 | -1 | 5 | -1 | 9 | -3
6	Cc1ccc(S(=O)(=O)Nc2ccc(C(=O)NCCCN3CCOCC3)cc2)cc1[N+](=O)[O-]
→ -0.6 | -1 | 0 | 0 | 3 | 7 | -8 | -3 | 8
7	COc1cc(-c2cccs2)cc(=O)c2c(C)oc(C)c12
→ -4.1 | -3 | 6 | 9 | -2 | 12 | 4 | 11 | 8
8	O=C(Cn1cnnn1)Nc1ccccc1Cc1ccccc1
→ -0.6 | -4 | -1 | 7 | -2 | -6 | 6 | -15 | -1
9	NS(=O)(=O)c1ccccc1
→ 0.0 | 1 | 4 | -2 | -3 | 3 | -5 | 2 | 2
10	CSc1nc(C)c2cc(C)oc2n1
→ 1.4 | 5 | -4 | -3 | 3 | 5 | 1 | -2 | -3
11	NS(=O)(=O)c1cc(Cl)c(NC(=O)COC(=O)c2ccccn2)c(Cl)c1
→ · | · | · | 1 | 2 | -1 | 6 | 12 | ·
12	O=C(C1CC2C=CC1C2)N1CCN(c2ccccc2)CC1 (stereo not drawn)
→ 0.2 | 1 | -3 | 1 | 2 | 4 | 6 | 1 | 3
13	Cc1ccc(-c2nnc(Nc3ccc(C(=O)N(C)C)cc3)c3ccccc23)cc1S(=O)(=O)NCC1CCCO1 (stereo not drawn)
→ 0.2 | -6 | 1 | -9 | 1 | 0 | -2 | -5 | 2
14	CC(C)C(NC(=O)c1ccccc1)C(=O)NCC(c1ccccc1)N(C)C (stereo not drawn)
→ -1.3 | 1 | 1 | -2 | 3 | 4 | 0 | 3 | -6
15	CC1(C)CC(n2c(=S)[nH]c3ccccc3c2=O)CCO1 (stereo not drawn)
→ 1.3 | 11 | -1 | 2 | -6 | 10 | 1 | 7 | 1
16	CCCCN(CCCNC(=O)C1CCN(S(=O)(=O)CC)CC1)c1ccccc1
→ 1.1 | 4 | -4 | 4 | 2 | 1 | 4 | 5 | 4
17	Cn1nnnc1NC(=O)c1ccccc1Cl
→ 0.8 | 1 | -2 | 6 | -2 | 3 | -6 | 3 | 3
18	O=[N+]([O-])c1ccc(OCCN2CCNCC2)cc1
→ -2.9 | 2 | -1 | 2 | 0 | 3 | 5 | 6 | 2
19	CCOc1ccccc1NC(=O)CCSc1nc2n[nH]c(C)c2c(=N)n1-c1ccccc1Cl
→ 1.7 | -13 | -3 | 1 | 1 | 3 | -18 | 7 | -7
20	COc1ccc(-c2ccoc2)cc1[C@H]1[C@H]2C=CC[C@@H](C)[C@@H]2C(=O)N1Cc1ccccc1
→ 2.3 | -3 | -2 | -5 | 1 | 0 | -1 | -5 | -1
21	N/C(=C/C(=O)c1ccccc1O)C(F)(F)F
→ 1.4 | -1 | -1 | 1 | 0 | -1 | -2 | 2 | 2
22	Cc1ccc(NC(=O)Cn2nc(C)c([N+](=O)[O-])c2C)cc1C
→ 1.6 | 3 | -2 | -6 | -2 | 6 | -7 | -5 | -7
23	CCOC(=O)N1CCC(N2C(=O)c3ccc(C(=O)NCCOC)cc3C2=O)CC1
→ 0.7 | 3 | -1 | 1 | -2 | 0 | -4 | 3 | 1
24	O=C(O)CSc1nnc(SCc2cccc3ccccc23)s1
→ -3.4 | 0 | -1 | 6 | 1 | 1 | 4 | 0 | 8
25	O=S(=O)(NCCc1nnc2ccc(SCc3cccnc3)nn12)c1ccccc1
→ -2.3 | 3 | 0 | -5 | -1 | 4 | 2 | 7 | 2
26	CC(=O)Nc1c(-c2ccccc2)c2cc(Br)ccc2[nH]c1=O
→ -1.9 | 6 | -2 | 6 | -3 | 7 | -2 | 15 | 5
27	COC(=O)c1c(NC(=O)CN(c2ccccc2)S(C)(=O)=O)sc2c1CCCC2
→ 1.0 | -8 | 1 | 6 | -5 | 5 | -10 | 10 | -1
28	Cc1c(Cl)cccc1NC(=O)CCCN1C(=O)c2cccnc2C1=O
→ 1.5 | -2 | 1 | 10 | 0 | 3 | 5 | -1 | -4
29	N#C/C(=N\Nc1cccc(F)c1)C(=O)C1CC1
→ 0.4 | 2 | -1 | -3 | -3 | 5 | 0 | -2 | 0
30	CCn1ccnc1CN(C)Cc1nc(CCC(C)C)no1
→ 0.8 | -2 | 1 | 4 | -5 | 3 | 0 | 4 | 6

Given with each value named: entries from further up
[19] CCOc1ccccc1NC(=O)CCSc1nc2n[nH]c(C)c2c(=N)n1-c1ccccc1Cl
  MEX-5 binding = 1.7 | Fam108B counter = -13 | TPT1 inhibitor = -3 | GLD-1 RNA inh = 1 | PAD4 FP inh = 1 | BCLXL inh = 3 | PME-1 primary = -18 | MCL1 BIM primary = 7 | GSTO1 inh = -7
[24] O=C(O)CSc1nnc(SCc2cccc3ccccc23)s1
  MEX-5 binding = -3.4 | Fam108B counter = 0 | TPT1 inhibitor = -1 | GLD-1 RNA inh = 6 | PAD4 FP inh = 1 | BCLXL inh = 1 | PME-1 primary = 4 | MCL1 BIM primary = 0 | GSTO1 inh = 8

Other entries follow.
Sequence of screens – MEX-5 binding | Fam108B counter | TPT1 inhibitor | GLD-1 RNA inh | PAD4 FP inh | BCLXL inh | PME-1 primary | MCL1 BIM primary | GSTO1 inh
31	COc1cc(C2C(C#N)=C(N)OC3=C2C(=O)CC(C)(C)C3)cc([N+](=O)[O-])c1O (stereo not drawn)
→ -0.7 | -1 | 1 | -3 | 2 | 0 | 5 | -11 | 6
32	Cc1ccc(SCC(=O)Nc2ccc(N3CCN(C)CC3)c(F)c2)c(C)c1
→ 0.1 | -2 | 0 | 0 | 1 | 0 | 0 | 0 | 2
33	COc1cc2c(cc1OC)C(C)N(C(=O)CCc1c[nH]c3ccccc13)CC2 (stereo not drawn)
→ 1.5 | -5 | 0 | 5 | 1 | 3 | 5 | -2 | 10
34	CC(NC(=O)Cc1ccc(F)cc1)C(c1cccs1)N1CCN(C)CC1 (stereo not drawn)
→ -2.0 | -1 | -2 | -5 | 1 | 6 | 3 | 3 | 2
35	Cc1cccc(N=C2NN=C(c3c(C)[nH]c4ccccc34)CS2)c1
→ -0.2 | 10 | 2 | -7 | -12 | 10 | 8 | 9 | -6
36	CCOc1nc(NC(=O)NC(=O)c2ccccc2)nc(-c2ccccc2)n1
→ · | -4 | 2 | 8 | -4 | -2 | -8 | -5 | 0
37	O=C(COc1ccc2c(-c3ccccc3)cc(=O)oc2c1)Nc1ccc(CCO)cc1
→ 0.4 | -8 | -1 | -1 | 4 | -5 | -9 | -22 | 1
38	O=c1[nH]c(COc2ccc(Cl)cc2Br)nc2ccccc12
→ -1.7 | 0 | -1 | -4 | -3 | 7 | -6 | 5 | -3
39	CC(=NCc1ccco1)c1c(C)[nH]n(-c2nc3ccccc3s2)c1=O
→ -1.0 | -3 | 1 | -6 | 4 | 2 | -5 | 4 | -5
40	C/C(=N/OCC(=O)Nc1ccccc1)c1cccs1
→ -4.2 | 5 | 0 | -2 | -5 | 0 | 8 | 0 | 0
41	CCOC(=O)[C@H]1[C@H]2COc3ccc(Cl)cc3[C@@H]2N2C(=O)CN(Cc3ccco3)C(=O)[C@@]12C
→ · | · | · | 1 | -4 | -1 | 1 | 4 | ·
42	c1sc2[n+](c1C13CC4CC(CC(C4)C1)C3)CCS2
→ 0.6 | 4 | 1 | 6 | 4 | 4 | -3 | -1 | 4
43	CCc1cccc(NC(=O)COc2ccccc2)c1
→ -1.0 | 0 | 4 | 2 | -2 | -4 | 2 | -6 | 2
44	CCCCC1=CC2=CC(=O)C(C)(OC(=O)CC)C(=O)C2=CN1CCCOC(C)C (stereo not drawn)
→ -7.0 | 3 | -6 | 23 | -8 | 26 | 7 | 27 | 19
45	Cc1ccccc1C(=O)NC1CCN(CC(=O)Nc2ccc3c(c2)OCCO3)CC1
→ 1.3 | 0 | -4 | 0 | 2 | 7 | -1 | 7 | 6

Part of the list above, showing only TPT1 inhibitor and BCLXL inh:
# | Structure | TPT1 inhibitor | BCLXL inh
36 | CCOc1nc(NC(=O)NC(=O)c2ccccc2)nc(-c2ccccc2)n1 | 2 | -2
44 | CCCCC1=CC2=CC(=O)C(C)(OC(=O)CC)C(=O)C2=CN1CCCOC(C)C (stereo not drawn) | -6 | 26
39 | CC(=NCc1ccco1)c1c(C)[nH]n(-c2nc3ccccc3s2)c1=O | 1 | 2

Continuation:
No. | smiles | MEX-5 binding | Fam108B counter | TPT1 inhibitor | GLD-1 RNA inh | PAD4 FP inh | BCLXL inh | PME-1 primary | MCL1 BIM primary | GSTO1 inh
46 | COc1cccc(C(=O)CSc2nnnn2C2CCCCC2)c1 | 4.2 | 2 | 3 | 0 | 2 | -5 | 9 | -1 | 16
47 | CC(C)(C(=O)c1ccccc1)/[N+]([O-])=C/c1ccccc1 | -1.1 | 1 | 0 | 2 | 3 | -1 | -3 | -1 | -2
48 | Cc1nc(N2CCOCC2)c2c(C)c(C(=O)Nc3ccc(F)cc3F)sc2n1 | 1.8 | 0 | 1 | -2 | -3 | 6 | -8 | 3 | -5
49 | COc1ccc(C(=O)CN2C(=O)NC3(CCc4ccccc43)C2=O)cc1 (stereo not drawn) | -3.3 | 4 | 0 | 5 | 2 | 5 | 3 | 5 | -2
50 | CCOC(=O)Nc1cc(OC)c(OC)cc1Cc1nccc2cc(OC)c(OC)cc12 | -0.3 | -2 | -1 | -3 | -2 | 8 | 0 | 10 | 2
51 | O=C(c1ccccc1-c1nc(-c2ccccc2)no1)N1CCOCC1 | 2.7 | 5 | 0 | -4 | -3 | -2 | 4 | 1 | -3
52 | CCC(Sc1ccc(Cl)cc1)C(=O)Nc1nnc(-c2cccc([N+](=O)[O-])c2)s1 (stereo not drawn) | 4.0 | -4 | 1 | 3 | 3 | 2 | -1 | 2 | -1
